Dyrk1A ADPGlo = rat Dyrk1A kinase inhibitors, primary screen, biochemical, single point, plate reader; Dual specificity tyrosine-phosphorylation-regulated kinase 1A (Rattus norvegicus), Q63470; ADP-Glo luminescence, NFATc1 peptide; inhibition, % at 12.5 µM; 310,000 compounds, 0.43% hits; AID 504441, 2011; in the data active means inhibition above about 50%;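 further: plate controls were vehicle with enzyme for no effect and no enzyme for full effect; many of its hits are not listed in these tables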
RGS4 pot = RGS4 potentiators or activators, primary screen, cell-based, HEK293 M3R inducible RGS4, calcium flux | B-score at 10 µM | carbachol calcium flux Fluo4; hits give low values | AID 463111, 2010 | 310,000 compounds, 0.92% hits;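 active means B-score of the integrated calcium signal more than 4 SD below the library mean, with starting fluorescence not abnormally high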;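 further: negative B-score means reduced calcium response which marks RGS4 activation or potentiation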
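System – HEK293 FlpIn-TREx cells, stable M3R, doxycycline-inducible RGS4 · Reagent – ECmax carbachol challenge · Times – compound preincubation 20 min at room temperature before agonist · Technique – Fluo4 fluorescence kinetic imaging of calcium · Measure – B score of integrated Fluo4 ratio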
GSK3A inh = blockers of GSK3A enzyme activity – biochemical, luminescence, cell-free homogeneous, HTS, primary screen; Glycogen synthase kinase-3 alpha (Homo sapiens), P49840; GSK-3 alpha kinase, ADP-Glo luminescence, 60 min; inhibition, % at 10 µM; 320,000 compounds, 0.1% hits;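 in the data active means inhibition above about 50%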;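 further: GST-tagged GSK-3 alpha with peptide substrate and 25 µM ATP; 0% = DMSO neutral wells and 100% = GW8510 positive control wells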
KCNK9 inh = KCNK9 potassium channel inhibitors, primary screen, HEK293 cells, thallium flux; Potassium channel subfamily K member 9 (Homo sapiens), Q9NPC2; FluxOR thallium flux fluorescence; hits give low values; B-score at 10 µM; 310,000 compounds, 1.2% hits;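 active means ratio B-score over 3 SD below the library mean, with starting fluorescence within 5 SD of its mean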;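 further: negative B-score means less thallium flux so channel inhibition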
RGS4 block = RGS4 inhibitors, primary screen, cell-based, HEK293 M3R inducible RGS4, calcium flux | Fluo-4 calcium flux; hits give high values; triggered by carbachol at its EC20 | B-score at 10 µM | 310,000 compounds, 0.45% hits;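 active means B-score, a plate-corrected calcium signal, over three deviations above library mean, with baseline fluorescence within five deviations of library mean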;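 further: RGS4 expression induced by doxycycline in cells with stable M3 receptor; B-score is computed from the integrated fluorescence ratio over baseline after carbachol; higher B-score means a larger calcium signal and so more RGS4 inhibition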
Target sequence (P49798 whole entry, looked up): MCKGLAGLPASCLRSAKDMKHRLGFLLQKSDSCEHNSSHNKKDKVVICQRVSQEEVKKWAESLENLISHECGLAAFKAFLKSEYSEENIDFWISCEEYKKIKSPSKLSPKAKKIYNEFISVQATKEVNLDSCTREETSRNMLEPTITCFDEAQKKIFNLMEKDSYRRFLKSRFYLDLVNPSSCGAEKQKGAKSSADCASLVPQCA
KCNQ1 inh = inhibitors of human KCNQ1 channel, primary screen, cell-based, thallium flux, high-throughput; 310,000 compounds, 1.3% hits; B-score at 10 µM; CHO-K1 KCNQ1, FluxOR thallium flux fluorescence; hits give high values; Potassium voltage-gated channel subfamily KQT member 1 (Homo sapiens), P51787; AID 2642, 2010;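 active means compounds whose thallium flux B-score, printed positive for inhibition, exceeds three library SD while starting fluorescence stays within three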;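 further: channel opened by potassium depolarization with thallium stimulus after 20 min compound exposure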
hERG rescue = hERG rescue from dofetilide block, primary screen, cell-based, CHO-hERG, FluxOR thallium flux, dofetilide IC70; Voltage-gated inwardly rectifying potassium channel KCNH2 (Homo sapiens), Q12809; dofetilide IC70 present; activation (rescue from dofetilide block), less the hit threshold, % at 10 µM; 310,000 compounds, 0.51% hits; AID 1511, 2009;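 active means activation above the mean of controls blocked by dofetilide plus 5 SD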;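 further: thallium influx through hERG after potassium depolarization seen as dye fluorescence rise; in these data hits start at about 4.7%; inactives centre near -7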
PolyA inhibitor = polyadenylation inhibitors in yeast reporter cells, primary screen, luminescence, S. cerevisiae; S. cerevisiae SKY197-pL101 polyadenylation reporter, beta-gal luminescence; efflux-impaired pdr1/pdr3 knockout yeast; score 100 = 6 SD above DMSO; calls only at 12 µM; 300,000 compounds, 0.02% hits; AID 1875, 2009;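 active means lowest replicate activity score at least 50, where 100 means six control SD above control mean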;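 further: yeast exposed to compound for 9 h at 30 °C; higher score means more reporter readthrough which indicates perturbed polyadenylation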
KCNQ1 pot = potentiators or activators of KCNQ1 channel, primary screen, cell-based, thallium flux, high-throughput; CHO-K1 KCNQ1, thallium flux FluxOR fluorescence; hits give high values; AID 2648, 2010; B-score at 10 µM; 310,000 compounds, 0.35% hits; Potassium voltage-gated channel subfamily KQT member 1 (Homo sapiens), P51787;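 active means fluorescence ratio B-score, a plate-corrected score, at least three library SD, with initial intensity B-score within 5 SD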
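Test system: CHO-K1 cells stably expressing KCNQ1 / Medium: assay buffer / Also added: depolarizing K+/Tl+ stimulus, K2SO4 and Tl2SO4 each 12.5 mM in 5x stock / Incubation: 90 min dye loading and 20 min compound exposure, both at room temperature / Signal: thallium influx via FluxOR fluorescence, kinetic imaging / Evaluation: B score of baseline-normalized fluorescence ratio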
GSK3beta inhib = human GSK3beta kinase inhibitors, primary screen, biochemical, cell-free homogeneous, HTS; Glycogen synthase kinase-3 beta (Homo sapiens), P49841; GST-GSK3beta kinase, ADP-Glo luminescence, 60 min; hits give low values; activity score (negative = inhibition), % at 10 µM; 300,000 compounds, 0.038% hits; AID 2097, 2009;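 active means more than half of replicate wells score below -50%, meaning over 50% inhibition versus plate controls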;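 further: 0% = median DMSO wells and -100% = median GW8510 positive control wells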
Target sequence (P49841 whole entry, looked up): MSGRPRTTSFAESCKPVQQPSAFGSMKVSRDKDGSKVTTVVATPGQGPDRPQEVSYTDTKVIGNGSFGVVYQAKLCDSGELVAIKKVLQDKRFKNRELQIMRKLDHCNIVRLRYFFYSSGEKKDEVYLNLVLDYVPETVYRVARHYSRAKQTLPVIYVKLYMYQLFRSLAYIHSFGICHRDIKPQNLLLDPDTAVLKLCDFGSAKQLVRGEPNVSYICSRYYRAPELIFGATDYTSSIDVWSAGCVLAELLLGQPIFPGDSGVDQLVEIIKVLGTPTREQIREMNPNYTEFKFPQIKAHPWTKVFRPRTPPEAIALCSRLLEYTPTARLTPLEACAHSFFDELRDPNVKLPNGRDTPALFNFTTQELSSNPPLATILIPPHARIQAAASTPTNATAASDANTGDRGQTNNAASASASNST
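test system = GST-tagged human GSK3beta kinase, cell-free | reagent = 25 µM ATP with peptide substrate | dosing = one dose of 10 µM per compound | schedule = 60 min reaction, RT | detection = luminescent ADP-Glo measurement of ADP formed | control set = DMSO neutral wells and GW8510 at 20 µM as positive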
KCNK3 block = human KCNK3 channel inhibitors, primary screen, CHO cells, FluxOR thallium flux, B-score; FluxOR fluorescence; hits give low values; B-score at 10 µM; 340,000 compounds, 0.84% hits; AID 602410, 2012;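 active means B-score under library mean minus 4 SD, starting fluorescence ratio at most library mean plus 5 SD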;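 further: more negative B-score means stronger inhibition of thallium flux through KCNK3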
Target sequence (O14649 whole entry, looked up): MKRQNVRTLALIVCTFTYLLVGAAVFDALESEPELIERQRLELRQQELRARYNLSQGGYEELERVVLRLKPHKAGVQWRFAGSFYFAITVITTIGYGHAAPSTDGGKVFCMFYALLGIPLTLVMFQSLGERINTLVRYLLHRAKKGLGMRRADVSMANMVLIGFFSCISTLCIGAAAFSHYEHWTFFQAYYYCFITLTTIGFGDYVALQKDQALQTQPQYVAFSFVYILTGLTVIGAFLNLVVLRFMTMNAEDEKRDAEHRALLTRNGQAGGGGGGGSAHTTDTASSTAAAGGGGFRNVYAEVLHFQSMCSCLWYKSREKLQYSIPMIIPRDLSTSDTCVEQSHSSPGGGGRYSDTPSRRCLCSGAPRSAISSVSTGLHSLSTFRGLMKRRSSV
* marks the source's active call; other numbers are inactive results; i = inactive; x = no result given.

structure	Dyrk1A ADPGlo	RGS4 pot	GSK3A inh	KCNK9 inh	RGS4 block	KCNQ1 inh	hERG rescue	PolyA inhibitor	KCNQ1 pot	GSK3beta inhib	KCNK3 block
O=[N+]([O-])c1cc(/C=N/Nc2nc(N3CCCCC3)nc(N3CCCCC3)n2)ccc1O	4	i	-2	i	i	i	-9	i	i	2	i
CCCSc1nnc(CNC(=O)C23CC4CC(CC(C4)C2)C3)n1Cc1ccccc1	-5	i	-2	i	i	i	-10	i	i	3	i
CCc1ccc(N2C(=O)C(Cl)=C(N3CCCCCC3)C2=O)cc1	-1	i	-2	-7.1*	i	i	-7	i	i	2	i
COc1ccc(CCNC(=O)c2ccc(S(=O)(=O)N(C)c3ccccc3)cc2)cc1OC	4	i	-1	i	i	i	-9	i	i	-1	i
Cc1ccc(-c2csc3ncn(CC(N)=O)c(=O)c23)cc1C	8	i	0	i	i	i	-2	i	i	-4	i
COc1cc2cc(Oc3ccc4ccc(=O)oc4c3)c(=O)oc2cc1OC(=O)/C=C/c1ccccc1	3	i	-5	i	i	i	1	i	i	3	i
CN(C)C(=O)N1CCC(C(=O)NCc2ccccc2)CC1	-2	i	-1	i	i	i	-10	i	i	3	i
CC(C)CNC(=O)c1cccc(NC(=O)c2ccc3c(c2)C(=O)N(C)C3=O)c1	6	i	-1	i	i	i	-2	i	i	-3	i
O=C(CSc1nnc(-c2ccc(F)cc2)c2ccccc12)Nc1cccc(Cl)c1	4	i	-1	i	i	i	-3	i	i	-4	i
O=C(CSc1ccccc1)NC1CCCCCCC1	x	i	5	i	i	i	-19	i	i	2	i
CC(=O)Nc1ccc2c(CN3C(=O)NC(C)(c4ccc(C)cc4)C3=O)cc(=O)oc2c1 (stereo not drawn)	-3	i	-1	i	i	i	-13	i	i	-1	i
CC1=C(C(=O)OCc2ccccc2)C(c2ccc([N+](=O)[O-])cc2)NC(=O)N1C (stereo not drawn)	x	i	-1	i	i	i	-7	i	i	-1	i
CCOC(=O)c1c(C)n(C)c2c(C)cc(O)c(OC(=O)CC)c12	-2	i	-4	i	i	i	2	i	i	2	i
COc1ccc(C(Nc2ccccn2)c2c(NC(=O)c3ccco3)sc(C)c2C)cc1OC (stereo not drawn)	0	i	-1	i	i	i	-11	i	i	-3	i
CC1(C)CC(NC(=O)c2ccc(Cl)cc2)CC(C)(C)N1	-2	i	-2	i	i	i	-3	i	i	2	i
CCc1nc2nc(C)c(NS(=O)(=O)c3ccc(Cl)cc3)c(=O)n2[nH]1	-5	i	-2	i	i	i	-5	i	i	-4	i
Cc1c(N(C(=O)c2cc(=O)[nH]c3ccccc23)C(C)C)c(=O)n(-c2ccccc2)n1C	4	i	-2	i	i	i	1	i	i	1	i
c1ccc(-c2ccc(OCCCNC3CCCC3)cc2)cc1	4	i	5	i	i	i	-19	i	i	-4	i
Cc1cc(C)c(NC(=O)COc2ccccc2C(=O)Nc2ccc3c(c2)oc2ccccc23)c(C)c1	6	i	1	i	i	i	-5	i	i	-1	i
Cc1ccc(NC(=O)Nc2ccc(F)c(Cl)c2)cc1	-12	i	2	i	i	8*	-15	i	i	-3	i
CSc1ncccc1C(=O)N1CCCC(C(=O)c2cc(F)ccc2F)C1 (stereo not drawn)	9	i	-4	i	i	i	-10	i	i	2	i
CC1Cc2ccccc2N1CC(=O)NC(=O)NCc1ccccc1 (stereo not drawn)	3	i	-4	i	i	i	-14	x	i	-2	i
Cc1cc(-c2ccccc2)c2c(=O)[nH][nH]c2n1	x	i	-1	i	i	i	-10	i	i	1	i
CN(C)S(=O)(=O)c1ccc(Cl)c(NC(=O)COC(=O)c2ccc(O)cc2)c1	-6	i	1	i	i	i	-13	i	i	1	i
COc1ccc(-n2c(N)c(C(=O)NCc3ccco3)sc2=S)cc1	x	i	-1	i	i	i	-13	i	i	-1	i
Cn1nc(-c2ccc(C(=O)Nc3ccc(F)cc3)cc2)c2ccccc2c1=O	-2	i	0	i	i	i	-6	i	i	2	i
COc1ccc(S(=O)(=O)N2CCC(C(=O)NCCN3CCOCC3)CC2)cc1	-9	i	-1	i	i	i	-6	i	i	1	i
COc1ccccc1CN(C)C(=O)C1COc2ccccc2O1 (stereo not drawn)	2	i	1	i	i	i	-7	i	i	2	i
COC(=O)c1ccccc1NC(=S)NC(=O)c1ccccc1F	2	i	-1	i	i	i	-3	i	i	4	i
O=c1cc(CNc2cc(C(F)(F)F)cc(C(F)(F)F)c2)nc2sccn12	0	i	-1	-7.4*	i	i	-3	i	i	-2	i
CCOc1ccc(NC(=O)CN(C)C(=O)c2c(-c3ccccc3Cl)noc2C)cc1OCC	x	i	-4	i	i	i	-15	i	i	5	i
CSC1=NCCN1C(=O)c1ccc(S(=O)(=O)N2CCCC2)cc1	-7	i	-1	i	i	i	-6	i	i	0	i
Oc1cccc(C(=S)N2CCN(Cc3ccccc3)CC2)c1	-1	i	1	i	i	i	-8	i	i	1	i
c1ccc(Cn2nnnc2C(c2cccnc2)N2CCN(C3CCCCC3)CC2)cc1 (stereo not drawn)	1	i	0	i	i	8*	-12	i	i	-3	i
CCCCN(C(=O)CSc1nncn1-c1ccccc1OC)c1c(N)n(Cc2ccccc2)c(=O)[nH]c1=O	0	i	0	i	i	i	-10	i	i	4	i
Cc1cc(C(=O)Nc2cnc3ccccc3c2)ccc1[N+](=O)[O-]	1	i	1	i	i	i	-1	i	i	-1	i
Cc1ccc(OCCNC(=O)c2ccc(NC(=O)CC3SC(N4CCCC4)=NC3=O)cc2)cc1 (stereo not drawn)	6	i	0	i	i	i	-10	i	i	-2	i
CCN(CC)S(=O)(=O)c1ccc(N2CCOCC2)c(NC(=O)COc2ccccc2C#N)c1	4	i	-1	i	i	i	-18	i	i	-2	i
CCOC(=O)c1cc(C(=O)NCc2ccc(Cl)cc2Cl)nn1C	3	i	-1	i	i	i	-9	i	i	-1	i
COCC1CCN(Cc2cn(C)nc2-c2cccc(Cl)c2)C1 (stereo not drawn)	0	i	1	i	i	i	-12	i	i	-1	i
COc1ccc(OC)c(NC(=O)C2CCCCC2)c1	15	i	-1	i	i	i	-3	i	i	-24	i
CC(=O)N1CCc2cc(S(=O)(=O)CCC(=O)NCc3ccc4c(c3)OCO4)ccc21	1	i	-1	i	i	i	-8	i	i	2	i
COc1c2ccoc2c(OC(C)=O)c2oc(C)cc(=O)c12	-2	i	1	i	i	i	-1	i	i	0	i
COC(=O)c1cc(Nc2cc(C)c3c(O)cccc3n2)cc(C(=O)OC)c1	-4	i	-5	i	i	i	-16	i	i	0	i
Cc1cc(=O)[nH]c(SCC(=O)c2ccc(C(C)C)cc2)n1	2	i	-5	i	i	i	-3	i	i	2	i
O=C(Nc1ccccc1)N(Cc1ccccc1)Cc1ccccc1	3	i	x	i	i	i	-9	i	i	-2	i
COCCNC(=O)c1ccc(N2CC3CC(C2)c2cccc(=O)n2C3)c(NC(=O)c2ccc(F)cc2)c1 (stereo not drawn)	-2	i	-3	i	i	i	-6	i	i	2	i
CC1=C(SCCC#N)S/C(=C2\SC(C)=C(SCCC#N)S2)S1	0	i	-1	i	i	i	-7	i	i	2	i
CCc1nc(N[C@H](C(=O)O)C(C)C)c2oc3ccccc3c2n1	-4	i	x	i	i	i	-12	i	i	0	i
CCN(CC)S(=O)(=O)c1cccc(C(=O)N[C@H](C(=O)Nc2nc3ccc(F)cc3s2)C(C)C)c1	-1	i	0	i	i	i	-5	i	i	0	i

Carrying on.
structure	Dyrk1A ADPGlo	RGS4 pot	GSK3A inh	KCNK9 inh	RGS4 block	KCNQ1 inh	hERG rescue	PolyA inhibitor	KCNQ1 pot	GSK3beta inhib	KCNK3 block
COc1ccc2c(c1)[nH]c(=O)c1sc3ccccc3c12	48	i	0	i	i	i	-2	i	i	-3	i
Cc1cc2nn(-c3ccccc3)nc2cc1NC(=O)c1cccs1	-6	i	0	i	i	i	-2	i	i	1	i
CC(=O)C1=NOC(CNc2ncc(C(F)(F)F)cc2Cl)C1 (stereo not drawn)	-4	i	0	i	i	i	-11	i	i	-22	i
CCOC(=O)CSc1[nH]c2cc(OC)ccc2c1[N+](=O)[O-]	x	i	-2	i	i	i	-7	i	i	-1	i
CCOc1ccc(C(=O)Nc2cc(S(=O)(=O)Nc3ccccc3Cl)ccc2N2CCOCC2)cc1	1	i	-1	i	i	i	1	i	i	-2	i
CC(=O)Nc1cccc(NC(=O)CS(=O)(=O)c2cn(CC(=O)N(C(C)C)C(C)C)c3ccccc23)c1	-1	i	-2	i	i	i	-7	i	i	1	i

Retrieved by compound from above, 2 records:
structure	Dyrk1A ADPGlo	RGS4 pot	GSK3A inh	KCNK9 inh	RGS4 block	KCNQ1 inh	hERG rescue	PolyA inhibitor	KCNQ1 pot	GSK3beta inhib	KCNK3 block
CC(=O)C1=NOC(CNc2ncc(C(F)(F)F)cc2Cl)C1 (stereo not drawn)	-4	i	0	i	i	i	-11	i	i	-22	i
CCOC(=O)CSc1[nH]c2cc(OC)ccc2c1[N+](=O)[O-]	x	i	-2	i	i	i	-7	i	i	-1	i

Bioassay records (PubChem)

The list is partial. The share of hits here may be higher or lower than overall.
